Bioassay records from PubChem.
NS5 inhibitors: Dengue-2 NS5 methyltransferase inhibitors, primary screen, biochemical, confirmation dose response (AID 588689). Dengue-2 NS5 methyltransferase capping enzyme assay, biochemical; higher % means a stronger effect. inhibition, % at 25 µM, or IC50 in µM where a hit was titrated. 340,000 compounds, 0.3% hits; in the data active means a potency from the dose series; inconclusive means inhibition above about 29% without an active follow-up result
AID2073: inhibitors of Mint1-CaV2.2 protein interaction, biochemical, HTRF (AID 2073) | HTRF protein-protein interaction, Mint1-CaV2.2; higher % means a stronger effect | inhibition, % at 20 µM, or IC50 in µM where a hit was titrated | 290,000 compounds, 0.19% hits; in the data active means inhibition mostly above about 51%, no sharp cut-off; inconclusive means no clear call, values can overlap the other calls; inactive means mostly below about 53%; further: some results filed as inactive read as strong as hits
Lipid droplet: hepatic lipid droplet formation modulation | 240,000 compounds, 0.4% hits | AML12 mouse hepatocytes, oleate lipid droplets, BODIPY imaging | inhibition, % at 6.5 µM;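 active means lipid droplet intensity inhibited by at least 50%, with more than 500 cells counted; inconclusive means wells with under 300 cells, treated as cytotoxic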
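Assay system: AML12 mouse liver cells | Compound: 6.5 µM single-point dosing | Schedule: Overnight exposure | Technique: Fluorescence imaging, 20x objective, two fields per well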
LYP inhibition: PTPN22 lymphoid phosphatase activity blockers – biochemical, fluorescence intensity, uHTS (AID 1779). recombinant LYP phosphatase, fluorescence intensity; higher % means a stronger effect. one-dose inhibition, % at 11.5 µM; IC50 in µM for titrated hits. 290,000 compounds, 0.054% hits;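 further: plate controls were vehicle with enzyme for no effect and no enzyme for full effect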
NOD2 inhibition: NOD2 signaling inhibitors, cell-based, luminescence, uHTS, HEK293 (AID 1566); HEK293 NOD2/NF-kB luciferase reporter, luminescence; higher % means a stronger effect; inhibition, % at 4 µM; hits with a dose series show EC50 in µM; 290,000 compounds, 0.63% hits; further: many of its hits are not listed in these tables
SIAH1 antagonists: Siah-1 peptide-binding antagonists, primary screen, biochemical, fluorescence polarization, rhodamine-plectin, uHTS (AID 1817); Siah-1 / rhodamine-plectin peptide fluorescence polarization; higher % means a stronger effect; one-dose displacement, % at 20 µM; IC50 in µM for titrated hits; 290,000 compounds, 0.02% hits;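 active means displacement of at least 50% at 20 µM, with a fluorescence ratio check between 0.3 and a set limit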;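 further: plate controls were Siah plus tracer with DMSO for no effect and tracer alone without Siah for full effect; strong numbers were not always called active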
XIAP antagonists: XIAP antagonists, biochemical, IAP family, fluorescence polarization (AID 1018) | 200,000 compounds, 0.007% hits | one-dose displacement, % at 20 µM; IC50 in µM for titrated hits | XIAP BIR domain, fluorescence polarization peptide displacement; higher % means a stronger effect; in the data active means displacement above about 50%; further: a part of the inactive calls stands beside numbers as strong as those of hits
HIV peptide binding: inhibitors of HIV fusion peptide binding, primary screen, biochemical, uHTS, fluorescence dequenching (AID 1986); inhibition, % at 20 µM; hits with a dose series show IC50 in µM; cell-free peptide binding, fluorescence dequenching, 30 min; higher % means a stronger effect; 290,000 compounds, 0.3% hits; in the data active means inhibition mostly above about 52%, no sharp cut-off; inactive means mostly below about 76%; further: some results filed as inactive read as strong as hits
Myeloid diff MLP: promotes myeloid progenitor differentiation. ER-HoxA9 myeloid progenitors, lysozyme-GFP differentiation, flow cytometry. calls only at 10 µM. 360,000 compounds, 1% hits. AID 624256;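 active means normalized GFP-positive differentiation at or above the plate's own cutoff, the solvent-only control mean plus 3 SD; inconclusive means no clear call, values can overlap the other calls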;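 further: cells exposed to compound for four days before flow analysis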
Lipid droplet cells 6.5 µM: second read-out of Lipid droplet, no call of its own (marks repeat the call); cell count; measured here: cell count, cytotoxicity flag;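 cells counted across two imaged fields per well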
NS5 inhibitors pilot replicate: recorded beside NS5 inhibitors, whose call it bears; inhibition, %; measured here: pilot screen replicate inhibition
Myeloid diff MLP GFP+ MAC1+ %: also measured in Myeloid diff MLP; calls as there; GFP+ MAC1+ double positive, %; measured here: differentiation confirmed by MAC1 staining
Starred values were filed as active, the others as inactive; i = inactive; ? = inconclusive; nt = not tested or not shown; + = active, no number. Unless noted, no stated cut-off is given here; in the data, active means inhibition above about 50%; inactive means the rest. A portion of the library. The share of hits here may be higher or lower than overall.

SMILES | NS5 inhibitors | AID2073 | Lipid droplet | Lipid droplet cells 6.5 µM | LYP inhibition | NOD2 inhibition | SIAH1 antagonists | XIAP antagonists | HIV peptide binding | Myeloid diff MLP | Myeloid diff MLP GFP+ MAC1+ % | others
CCCC1=C(C(=O)OCC)C2(C(=O)Nc3ccccc32)C(C#N)=C(N)O1 (configuration not stated) | 1% | -1% | nt | nt | -4% | -16% | -4% | -5.8% | 5.1% | i | 1.0 | NS5 inhibitors pilot replicate=1.5
O=C(c1ccccc1F)c1cn(Cc2ccc(F)cc2)c2ccccc12 | 1% | 10% | -4 | 612 | 8% | 20% | 9% | -4.3% | 1.1% | i | 0.3
CC(=O)NN1C(=O)c2ccccc2NC1c1cccnc1 (configuration not stated) | -3% | ? | 9 | 743 | -6% | 23% | 4% | -4.7% | 3.3% | i | 0.3
C=CCn1c(O)c(C(C)=NCc2ccco2)c(=O)[nH]c1=O | -49% | -6% | 12 | 765 | -5% | -1% | 9% | 1.0% | 0.7% | i | 1.6
CN(C)C(Cc1ccccc1)C(=O)c1ccc(-c2ccccc2)cc1 (configuration not stated) | -7% | 6% | 1 | 861 | -2% | -25% | -3% | -13% | 0.5% | i | 0.8
Cc1ccc(C)c(Cn2c(C(=O)O)c(C=O)c3ccccc32)c1 | ? | 3% | 6 | 674 | -1% | -7% | -2% | 3.4% | 4.9% | i | 0.3
CCN1CCN(C(=O)Cc2ccccc2OC)CC1 | 0% | -4% | -5 | 525 | -11% | -12% | -5% | -4.4% | -2.8% | i | 0.5
CC(C)(C)NC(=O)Cn1cc(C(=O)c2ccccc2F)c2ccccc21 | 5% | 8% | -1 | 752 | -8% | 5% | 0% | -4.5% | 2.4% | i | 1.6
CC(Cc1ccccc1)[n+]1cc(/N=C(\[O-])Nc2ccccc2)on1 (configuration not stated) | -3% | 4% | 8 | 799 | -3% | 4% | 0% | -5.0% | -1.8% | i | 1.9
OC(CNC1CCCCC1)C(F)(F)F (configuration not stated) | -4% | 1% | 4 | 678 | -2% | 3% | 2% | -6.7% | 1.9% | i | 0.0
CCCCn1c(=O)c(C(=O)Nc2cnccn2)c(O)c2ccccc21 | 5% | 14% | nt | nt | -6% | 1.7µM* | -8% | -0.3% | 11% | + | 11*
CCC(Oc1cc(Cl)ccc1Cl)C(=O)N1CCC2(CC1)OCCO2 (configuration not stated) | 4% | 8% | -16 | 688 | 2% | -4% | -2% | nt | -0.4% | i | 0.0
COc1ccc(C(=O)Oc2cccc3cccnc23)cc1S(=O)(=O)N1CCOCC1 | -3% | 6% | 1 | 651 | -6% | -1% | -4% | -2.9% | -0.4% | i | 0.2
Cc1ccc(-n2c(O)c(C=Nc3ccc(S(N)(=O)=O)cc3)c(=O)[nH]c2=O)cc1 | -12% | 12% | 26 | 641 | 3% | 19% | 14% | -3.8% | 82% | i | 0.1
CCC(=NCCN1CCOCC1)c1c(O)n(-c2ccccc2C)c(=O)[nH]c1=O | -6% | -1% | nt | nt | -6% | -9% | 4% | -1.7% | 1.8% | i | 0.9
CCCCC(=O)N/N=C/c1c(O)n(-c2cccc3ccccc23)c(=O)[nH]c1=O | -4% | -10% | 2 | 699 | -2% | 22% | -3% | nt | 5.2% | i | 0.5
COc1ccc(C2SCC(=O)Nc3c2c(=O)[nH]n3C2CCCCC2)cc1 (configuration not stated) | 11% | ? | nt | nt | 0% | 14% | 20% | -0.7% | -0.6% | i | 0.7
CCCCCCn1c(O)c(C=NCCN2CCCCC2)c(=O)[nH]c1=O | 0% | -5% | 16 | 660 | 0% | -7% | 12% | 4.6% | 1.7% | i | 1.2
Cc1cccc(-n2c(-c3cccs3)nc3ccccc3c2=O)c1 | -4% | 18% | 3 | 714 | -11% | 27% | -3% | -3.1% | -1.6% | i | 0.3
Cn1c(O)c(C(=N)COc2cccc(Cl)c2)c(=O)n(C)c1=O | 0% | 32% | nt | nt | -1% | 11% | -4% | -6.7% | 1.1% | i | 0.5 | NS5 inhibitors pilot replicate=1.8

Structures from the list above containing a carbonyl joined to an NH by a bond outside any ring:
SMILES | NS5 inhibitors | AID2073 | Lipid droplet | Lipid droplet cells 6.5 µM | LYP inhibition | NOD2 inhibition | SIAH1 antagonists | XIAP antagonists | HIV peptide binding | Myeloid diff MLP | Myeloid diff MLP GFP+ MAC1+ % | others
CC(=O)NN1C(=O)c2ccccc2NC1c1cccnc1 (configuration not stated) | -3% | ? | 9 | 743 | -6% | 23% | 4% | -4.7% | 3.3% | i | 0.3
CC(C)(C)NC(=O)Cn1cc(C(=O)c2ccccc2F)c2ccccc21 | 5% | 8% | -1 | 752 | -8% | 5% | 0% | -4.5% | 2.4% | i | 1.6
CCCCn1c(=O)c(C(=O)Nc2cnccn2)c(O)c2ccccc21 | 5% | 14% | nt | nt | -6% | 1.7µM* | -8% | -0.3% | 11% | + | 11*
CCCCC(=O)N/N=C/c1c(O)n(-c2cccc3ccccc23)c(=O)[nH]c1=O | -4% | -10% | 2 | 699 | -2% | 22% | -3% | nt | 5.2% | i | 0.5

Remaining list, next part:
SMILES | NS5 inhibitors | AID2073 | Lipid droplet | Lipid droplet cells 6.5 µM | LYP inhibition | NOD2 inhibition | SIAH1 antagonists | XIAP antagonists | HIV peptide binding | Myeloid diff MLP | Myeloid diff MLP GFP+ MAC1+ % | others
CC1CCN(CC(=O)c2ccccc2Cl)CC1 | -4% | 1% | -9 | 693 | -1% | 3% | 7% | 0.7% | -0.4% | i | 1.3
Cc1cc(OCC(=O)NCc2ccncc2)c2c3c(c(=O)oc2c1)CCCC3 | 2% | 9% | -18 | 588 | -7% | 21% | 1% | nt | -0.6% | i | 2.1
COP(=O)(OC)C(Nc1ccccc1)c1ccccc1 (configuration not stated) | -3% | 6% | -4 | 853 | -6% | 1% | -3% | nt | -1.8% | i | 0.5
O=C1/C(=C/c2ccc([N+](=O)[O-])cc2)N2CCC1CC2 | -3% | 14% | 1 | 618 | 1% | -11% | 4% | -9.9% | -0.4% | i | 0.4
